TRPC6 inh – inhibitors of mouse TRPC6 channel. 310,000 tested, 1.1% active. HEK293-TRPC6, membrane potential dye, ACh-evoked depolarization; active compounds read low. B-score at 10 µM. AID 2553;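 active means B-score under library mean minus 3 SD, initial fluorescence not abnormally high, positive integrated signal ratio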;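 further: B-score derived from integrated fluorescence ratio over the kinetic read; more negative B-score means stronger inhibition of depolarization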
TRPC4 block – inhibitors of mouse TRPC4 channel; AID 2247; Q9QUQ5; 300,000 tested, 0.39% active; B-score at 10 µM; HEK293 TRPC4beta/mu-opioid, DAMGO-evoked Fluo4 calcium flux; active compounds read low;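 active means B-score over 3 SD under the library average, no early fluorescence shift, positive overall ratio signal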
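Test system – stable TRPC4beta/mu-opioid receptor HEK293 cells · Probe or stimulus – DAMGO, a submaximal dose followed by a maximal one · Dosing – one concentration per compound · Signal – Fluo4 calcium fluorescence by kinetic imaging, 5 s 1 Hz baseline · Evaluation – per-well B score of integrated baseline-normalized Fluo4 ratio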
TMEM16A act – mouse TMEM16A channel activation, primary screen; Q8BHY3; HEK293 TMEM16A/YFP-H148Q/I152L, iodide quench fluorescence; active compounds read low; B-score at 10 µM; 340,000 tested, 0.3% active;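 active means fluorescence-ratio B-score plate-corrected deviation score at least 3 library SD below zero, with starting fluorescence score within 5 deviations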;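 further: channel opened by trigger with iodide after compound preincubation; score built on the fluorescence ratio of max minus min over baseline; more negative score means more quench and so TMEM16A activation or potentiation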
MrgX1 PAM – allosterically activates human MrgX1 receptor signaling; 310,000 tested, 0.63% active; B-score at 10 µM; MrgX1-HEK293, Fluo-4 calcium flux, FDSS; active compounds read high;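 active means plate-corrected calcium response at least 3 library SD above typical, normal starting fluorescence, not activating the receptor alone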;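 further: compound read alongside a low EC10 to EC30 dose of BAM8-22 agonist; peak minus trough fluorescence over baseline measured at the second addition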
Target sequence (Q96LB2 whole entry, looked up): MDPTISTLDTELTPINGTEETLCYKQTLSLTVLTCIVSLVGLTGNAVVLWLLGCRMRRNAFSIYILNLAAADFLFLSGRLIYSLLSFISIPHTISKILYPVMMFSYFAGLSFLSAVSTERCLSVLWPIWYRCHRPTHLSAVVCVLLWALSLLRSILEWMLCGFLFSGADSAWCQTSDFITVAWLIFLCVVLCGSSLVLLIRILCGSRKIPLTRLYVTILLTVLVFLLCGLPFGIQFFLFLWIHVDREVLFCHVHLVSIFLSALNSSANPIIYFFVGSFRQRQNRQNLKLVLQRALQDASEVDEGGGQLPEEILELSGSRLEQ
TRPC6 activator – mouse TRPC6 channel activation; HEK293-TRPC6 membrane potential dye fluorescence; active compounds read high; 310,000 tested, 0.13% active; Q61143; B-score at 10 µM;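 active means B-score of the integrated fluorescence ratio above library mean plus 3 SD, and starting fluorescence ratio within library mean plus 5 SD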;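 further: higher score means more depolarization so channel activation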
TRPC4 PAM – allosteric potentiators of mouse TRPC4 channel; AID 2227; 310,000 tested, 0.42% active; Q9QUQ5; B-score at 10 µM; HEK293 TRPC4beta/mu-opioid, DAMGO EC20, Fluo-4 Ca2+ flux; active compounds read high;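 active means B-score of calcium response area above 5 SD of library B-scores, with initial fluorescence ratio within 5 SD of library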;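 further: B-score of integrated fluorescence ratio over time as area under calcium response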
ANO1 block – inhibitors of mouse TMEM16A calcium-activated chloride channel. 310,000 tested, 1.2% active. normalized B-score (activity score, 25-100; higher = stronger inhibition) at 10 µM. AID 588511. HEK293 TMEM16A/YFP iodide influx fluorescence, ionomycin;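 active means ratio plate-corrected score three or more library SD toward inhibition, starting fluorescence score within five deviations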;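 further: score derived from kinetic fluorescence span divided by baseline fluorescence per well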
TRPC4 agonist – activators of mouse TRPC4 channel; Q9QUQ5; 310,000 tested, 0.49% active; B-score at 10 µM; HEK293 TRPC4beta/mu-opioid, Fluo4 calcium fluorescence; active compounds read high;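 active means B-score above 5 SD of library B-scores, and initial fluorescence ratio not above library mean plus 5 SD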;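 further: positive B-score marks a calcium rise read as TRPC4 activation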
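Material: HEK293 stable line with TRPC4beta plus mu-opioid receptor; technique: Fluo4 calcium-sensitive dye fluorescence, kinetic, 1 Hz baseline; timing: Fluo4 dye loading 45 min at room temperature, 110 s recording; controls: assay buffer as low control, maximal DAMGO as high control; read-out: integrated baseline-normalised fluorescence ratio, converted to per-well B score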
MrgX1 antag – blocks BAM8-22 activation of human MrgX1 receptor. 310,000 tested, 1.3% active. Q96LB2. AID 588676. MRGX1-HEK293 calcium flux, Fluo-4, BAM8-22 antagonism; active compounds read low. B-score at 10 µM;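 active means calcium-response B-score plate-corrected more than 3 library SD below zero, starting fluorescence within 5 deviations, no agonist response on first addition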;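 further: peak minus trough fluorescence over baseline after final BAM8-22 challenge near maximal dose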
SKKanGAS inh – SKKanGAS growth inhibition. S. pyogenes SKKanGAS, kanamycin growth, BacTiter-Glo, 6 h. inhibition, % at 7.5 µM. 300,000 tested, 1.3% active;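 active means mean replicate score, as percent of positive control median, at least 50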;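 further: strain carries kanamycin resistance gene driven by streptokinase promoter and grows in 40 µg/ml kanamycin; loss of luminescence reflects streptokinase promoter inhibition or plain growth inhibition; 0% = median of DMSO wells and 100% = positive control at its reference dose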
MrgX1 agonist – activates human MrgX1 receptor signaling; Q96LB2; MrgX1-HEK293 cells, Fluo-4 calcium fluorescence, agonist mode; active compounds read high; B-score at 10 µM; 310,000 tested, 0.44% active;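 active means calcium response B-score plate-corrected fluorescence ratio at least 3 library SD, with starting fluorescence B-score inside 5 SD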
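times = overnight plating, then 30 min 37 °C plus 30 min room-temperature dye loading | assay system = stable human MrgX1 HEK293 cell line | input = fifteen thousand cells per well | signal = kinetic calcium dye fluorescence, Fluo-4 NW | dosing = compound delivered in addition one of three | read-out = B-scored fluorescence response ratio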
* marks the source's active call; other numbers are inactive results; i = inactive; · = not tested or not shown. Outcome played no part in choosing rows; about 6.7% have a hit in one of these screens.

cpd | molecule | TRPC6 inh | TRPC4 block | TMEM16A act | MrgX1 PAM | TRPC6 activator | TRPC4 PAM | ANO1 block | TRPC4 agonist | MrgX1 antag | SKKanGAS inh | MrgX1 agonist
1 | Cc1cc(C)nc(N(C#N)CN2C(=O)c3ccccc3C2=O)n1 | i | i | i | i | i | i | i | i | i | 0 | i
2 | Cc1cccc(NC(=O)CCS(=O)(=O)c2ccc(Br)cc2)c1 | i | i | i | i | i | i | i | i | i | -5 | i
3 | CC(C)c1ccc(NC(=O)C2CC(=O)N(C(C)C)C2)cc1 (stereo not given) | i | i | · | i | i | i | i | i | -9* | 0 | i
4 | Cc1[nH]c2ccc(-c3nnc(SCC(=O)N4CCCc5ccccc54)o3)cc2c1C | i | i | i | i | i | i | i | i | i | -1 | i
5 | Cc1cc(C)c(-n2nnnc2SC(C)C)c(C)c1 | i | i | i | i | i | i | i | i | i | 1 | i
6 | COc1ccc(C[C@H]2c3cc(O)c(OC)cc3CC[N+]2(C)[O-])cc1O (stereo not given in full) | i | i | i | i | i | i | i | i | i | 5 | i
7 | CC1CC(C)CN(C(=O)C2CCN(S(=O)(=O)N3CCC4(CC3)OCCO4)CC2)C1 (stereo not given) | i | i | i | i | i | i | i | i | i | 1 | i
8 | CCOc1ccccc1C(=O)NCCc1cnc[nH]1 | i | i | i | i | i | 17* | i | i | i | 3 | i
9 | CCOC(=O)N1CCN(CC(O)COc2c(C)cc(C)cc2C)CC1 (stereo not given) | i | i | · | i | i | i | i | i | i | -6 | i
10 | CCn1c(SCC(=O)Nc2nonc2C)nnc1-c1ccoc1C | i | i | i | i | i | i | i | i | i | 0 | i
11 | COc1cccc(/C=N\NC(=O)c2ccc(C)nc2)c1 | i | i | i | i | i | i | i | i | i | 2 | i
12 | COc1ccc(CN2CCN(C(=O)C3CC(=O)N(C4CCCCCC4)C3)CC2)c(OC)c1OC (stereo not given) | i | i | i | i | i | i | i | i | i | -5 | i
13 | C=CCS/C(N)=N\N=C\c1cc(Br)cc([N+](=O)[O-])c1O | i | i | i | i | i | i | i | i | i | 31 | i
14 | CC(C)c1ccc(NC(=O)[C@@H](C)NC(=O)[C@@H]2Cc3ccccc3CN2)cc1 | i | i | i | i | i | i | i | i | i | -2 | i
15 | COc1ccc(S(=O)(=O)N(C)c2ccc(C(=O)NC3CC3)cc2)cc1 | i | i | i | i | i | i | i | i | i | -6 | i
16 | CN1C(=O)CC(NNC(=O)c2ccccc2)C1=O (stereo not given) | i | i | i | i | i | i | i | i | i | 1 | i
17 | Cc1ccc(-c2nnc(-c3cccnc3)o2)cc1 | i | i | i | i | i | i | i | i | i | -4 | i
18 | Cc1ccnc(NC(=O)CCC(=O)N(CC(=O)NCc2ccc(F)cc2)c2ccc(F)cc2)c1 | i | i | i | i | i | i | i | i | i | -1 | i
19 | O=C(CSc1ncccn1)N1CCN(C(=O)CSc2ncccn2)CC1 | i | i | i | i | i | i | i | i | i | 3 | i
20 | CCOc1ccccc1C1CC(c2cccc(NS(C)(=O)=O)c2)=NN1C(=O)c1ccccc1 (stereo not given) | i | i | i | i | i | i | i | i | i | 12 | i
21 | COc1ccc(C(=O)OCC(O)COC(=O)c2ccc(OC)cc2)cc1 | i | i | i | i | i | i | i | i | i | -16 | i
22 | CCCC(=O)c1ccc(N2CCCCCC2)c(F)c1 | i | i | i | i | i | i | i | i | i | 19 | i
23 | CC(=O)N1CCN(C(=S)NCCc2ccccc2)CC1 | i | i | i | i | i | i | i | i | i | -4 | i
24 | COc1ccc(N2CCN(C(=O)c3ccc(CNS(=O)(=O)c4ccc(C)cc4)cc3)CC2)cc1 | i | i | i | i | i | i | i | i | i | -5 | i
25 | Cc1ccc(C2NC(=O)Cc3ccccc32)cc1 (stereo not given) | i | i | i | i | i | i | i | i | i | 9 | i
26 | Cc1ccc(C(=O)Nc2nccs2)s1 | i | i | i | i | i | i | i | i | i | -1 | i
27 | FC(F)(F)c1cccc(NCc2n[nH]c(=S)n2C2CCCCC2)c1 | i | i | i | i | i | i | i | i | i | -24 | i
28 | CCCCn1c(N)c(N(CCOC)C(=O)c2cc(S(=O)(=O)N3CCOCC3)ccc2F)c(=O)[nH]c1=O | i | i | i | i | i | i | i | i | i | 1 | i
29 | COc1ccc(OC)c(NC(=O)CCN2CC(C)OC(C)C2)c1 (stereo not given) | i | i | i | i | i | i | i | i | i | -2 | i
30 | O=C(c1cccc(Cl)c1)N1CCC(=O)N(C(COCc2cccc(Cl)c2)Cc2ccccc2)CC1 (stereo not given) | i | i | i | i | i | i | i | i | i | 31 | i
31 | CCn1c(=O)n(CC)c2cc(N3CCCC3)c(NC(=O)c3ccc(C)cc3)cc21 | i | i | i | i | i | i | i | i | i | -8 | i
32 | COc1ccc2[nH]c(C(=O)N(C)c3ccc(F)cc3F)cc2c1 | i | i | i | i | i | i | i | i | i | 0 | i
33 | OCC1(Cc2ccccc2)CCCN(Cc2cn[nH]c2-c2ccccc2)C1 (stereo not given) | i | i | i | i | i | i | i | i | i | 11 | i
34 | COc1ccc(NC(=O)CSc2nnc(Cc3cccn3C)n2-c2ccc(F)cc2)cc1 | i | i | i | i | i | i | i | i | i | -8 | i
35 | CC(C)=CC1C(C(=O)Nc2ccc(S(=O)(=O)N3CCOCC3)cc2)C1(C)C (stereo not given) | i | i | -4.9* | i | i | i | i | i | i | 14 | i
36 | CCN1CCN(S(=O)(=O)c2cc(OC)c(Cl)cc2OC)CC1 | i | i | i | i | i | i | i | i | i | 1 | i
37 | Cc1cc2ncn(-c3ncnc4sc(C)c(C)c34)c2cc1C | i | i | i | i | i | i | i | i | i | -1 | i
38 | CCCCCC(=O)O/N=C(\C)c1ccn(S(=O)(=O)c2ccccc2)c1 | i | i | i | i | i | i | i | i | i | 2 | i
39 | COc1ccc(C)cc1NC(=O)C(OC(=O)c1cnccn1)c1ccccc1 (stereo not given) | i | i | i | i | i | i | i | i | i | 3 | i
40 | O=C(NCCc1ccccc1)/C(=C\c1ccc([N+](=O)[O-])cc1)NC(=O)c1ccccc1 | i | i | i | i | i | i | i | i | i | 6 | i
41 | CC(c1ccccc1)n1cc(C(=O)NCc2cccnc2)nn1 (stereo not given) | i | i | i | i | i | i | i | i | i | 6 | i
42 | CCSc1cnc(-c2ccccc2)n1CC | i | i | i | i | i | i | i | i | i | 6 | i
43 | O=C1c2ccccc2C(=O)N1CCCc1nc(-c2ccc(Cl)cc2)no1 | i | i | i | i | i | i | i | i | i | -5 | i
44 | CCN(CC)CCCNC(=O)c1cn(CC)c2cc(N3CCN(C(=O)c4ccco4)CC3)c(F)cc2c1=O | i | i | i | i | i | i | i | i | i | 2 | i
45 | Cc1nc2ccccc2c(=O)n1NC(=O)c1cccnc1Cl | i | i | i | i | i | i | i | i | i | 1 | i
46 | CCCCNC(=O)Nc1ccccn1 | i | i | i | i | i | i | i | i | i | -17 | i
47 | CSc1cccc(NC(=O)C2CCCN2S(=O)(=O)c2ccc3c(c2)CCC(=O)N3)c1 (stereo not given) | · | · | i | i | · | · | i | · | i | · | i
48 | Fc1cccc(/C=N/Nc2nncc3ccccc23)c1 | i | i | i | i | i | i | i | i | i | 7 | i
49 | CCC(C(=O)OCC(=O)Nc1cc(C)ccc1OC)c1ccccc1 (stereo not given) | i | i | i | i | i | i | i | i | i | 10 | i
50 | CC1CCN(C(=O)CN(c2cccc(F)c2)S(C)(=O)=O)CC1 | i | i | i | i | i | i | i | i | i | -5 | i
51 | Cc1ccc2c(c1)N(C(C)C(=O)NCc1ccc3c(c1)OCO3)C(=O)CO2 (stereo not given) | i | i | i | i | i | i | i | i | i | -5 | i
52 | O=C(O)CCc1ccc(-c2ccc(F)cc2)n1CCC(=O)O | i | i | i | i | i | i | i | i | i | 4 | i
53 | Cc1nnc2c3ccccc3c(Cl)nn12 | i | i | i | i | i | i | i | i | i | 11 | i
54 | CC(C)c1nnc(NC(=O)CSc2ccccc2)s1 | i | i | i | i | i | i | i | i | i | -1 | i
55 | O=C1CNC(=O)/C(=C/c2cccs2)N1 | i | i | i | i | i | i | i | i | i | -1 | i
56 | Cc1onc(-c2ccccc2Cl)c1C(=O)NCc1ccccc1 | i | i | i | i | i | i | i | i | i | -4 | i
57 | O=C(Nc1nc(-c2ccc(Oc3ccccc3)cc2)cs1)C1=COCCO1 | i | i | i | i | i | i | i | i | i | 13 | i
58 | Cc1ccnc(NC(=O)C(C)n2cc([N+](=O)[O-])cn2)c1 (stereo not given) | i | i | i | i | i | i | i | i | i | -4 | i
59 | COc1cccc(C2N(c3cccc(Cl)c3)C(=O)C3CCCN32)c1OC (stereo not given) | i | i | i | i | i | i | i | i | i | 6 | i
60 | O=c1c2ccccc2c2ccccc2c(=O)n1Cc1ccco1 | i | i | i | i | i | i | i | i | i | 20 | i

Additional structures:
cpd | molecule | TRPC6 inh | TRPC4 block | TMEM16A act | MrgX1 PAM | TRPC6 activator | TRPC4 PAM | ANO1 block | TRPC4 agonist | MrgX1 antag | SKKanGAS inh | MrgX1 agonist
61 | Cc1ccc(N(CC(=O)NC2CCC(C)CC2)S(=O)(=O)c2cccnc2)cc1 (stereo not given) | i | i | i | i | i | i | i | i | i | 4 | i
62 | Cn1nnnc1SCC(=O)N1CCCc2ccccc21 | i | i | i | i | i | i | i | i | i | 0 | i
63 | Cn1c(SCC(=O)NCC2CCCO2)ncc(C(=O)Nc2ccc(F)cc2)c1=O (stereo not given) | i | i | i | i | i | i | i | i | i | -9 | i
64 | CC(=O)n1cc([C@@H]2C=C(C(=O)NCc3ccccc3)O[C@H](OCCCCO)C2)c2ccccc21 | i | i | i | i | i | i | i | i | i | 18 | i
65 | COc1ccc(CN(C)C(=O)c2cccc(NS(=O)(=O)c3ccccc3)c2)cc1F | i | i | i | i | i | i | i | i | i | -28 | i
